Wnt act = Wnt/beta-catenin pathway activators, primary screen, cell-based, plate reader, single point; Wnt/beta-catenin reporter cell assay, activator; activation, % at 9.35 µM; hit rate 1.2% among 300,000; AID 743398, 2014; in the data active means activation above about 30%, passing the limit was not always enough;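 further: 0% = neutral control wells and 100% = positive control wells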
phage Ecoli inh = growth loss of phage-infected E. coli, primary screen, RecBCD inhibitor project, absorbance, with phage, HTS | inhibition, % at 11.9 µM | hit rate 0.26% among 360,000 | AID 651602, 2012; in the data active means inhibition above about 11%
Starred values were filed as active, the others as inactive.

SMILES	Wnt act	phage Ecoli inh
CCC(=O)N1CCCC(C(=O)Nc2ccc3cn[nH]c3c2)CC1 (stereo not drawn)	1.4	2.0
Cc1ccc(S(=O)(=O)N2CC3(O)CN(C(=O)OC(C)C)N(C(=O)OC(C)C)CC3(OC(=O)NCc3ccccc3F)C2)cc1 (stereo not drawn)	-4.7	0.2
CCNC(=O)N1CCN(c2ccc(N3CCN(C(=O)NCC)[C@H](C)C3)c(C)c2)[C@H](C)C1	-1.8	0.9
COC(=O)c1ccc(CNC(=O)COC(=O)CNS(=O)(=O)c2ccc(C)cc2)cc1	2.0	6.3
Cc1cccnc1C1=NOC(Cc2ccccc2)C(=O)N1Cc1ccccc1F (stereo not drawn)	-2.9	2.6
COc1cc(-c2cnc3c(NC(C)=O)cc(-c4ccc(N5CCN(C)CC5)cc4)cn23)cc(OC)c1OC	-11.0	1.5
Fc1cccc(Cl)c1CN1CCN(c2ncc(Cc3ccccc3)cn2)CC1	-1.6	1.4
O=C(CN(c1ccccc1Cl)S(=O)(=O)c1ccccc1)NC1CC2CCC1C2 (stereo not drawn)	-1.8	0.1
COCCN(CCOC)C(=O)[C@@H](Cc1ccccc1)NC(=O)[C@H]1O[C@@H](n2ccc(N)nc2=O)[C@H](O)[C@@H]1O	1.2	0.2
COc1ccc(NC(=O)c2cc(-c3cc(C)cs3)[nH]n2)cc1OC	7.2	1.6
Nc1[nH]c(C(=O)c2ccc(Br)cc2)c(-c2ccccc2)c1C(=O)NCCc1c[nH]c2ccccc12	-11.2	2.5
CC1=C(C(=O)N(C(C)C)C(C)C)CC(CC(=O)NCCCCc2ccccc2)C(=O)N1CCCN1CCCC1=O (stereo not drawn)	-1.5	0.9
O=C1N2CCCCC1(c1ccccc1)CCCC2	0.9	2.1
O=C(Nc1ccc2ccccc2c1)C(c1ccc(C(F)(F)F)cc1)n1c(=O)c(-c2cc3ccccc3[nH]2)nc2ccccc21 (stereo not drawn)	-2.3	4.3
CCc1nc2c(OCc3ccc(C(F)(F)F)cc3)cccn2c1N(C)C(=O)c1ccc(OC)cc1	-2.8	-2.0
COc1ccccc1-c1cc2nc(NCCc3ccc(S(N)(=O)=O)cc3)ccn2n1	-1.7	2.1
COC[C@@H]1CCCN1[C@@H]1CS(=O)(=O)N[C@H]1COCc1ccccc1	-2.1	2.8
CC(C)c1ccc(NC(=O)Nc2nc(C(N)c3ccccc3)cs2)cc1 (stereo not drawn)	-2.7	0.1
COc1ccc(CCn2nnc3ccccc3c2=O)cc1OC	-8.8	1.0
COc1ccc(C(=O)OCC(=O)NC2CC2)cc1	0.3	4.9
N=c1c2ccccc2nc2n1CCCCC2	-1.1	4.9
Cn1nc(C2CC2)cc1NC(=O)C1(C)CCN1C(=O)CCc1ccccc1 (stereo not drawn)	0.6	1.5
COc1ccc(-c2nc3ccc(Br)cn3c2Cc2ccccc2)cc1OC	3.1	0.4
O=C(NCC1CC1)c1cc2c(c(-c3cccc(-c4ccccc4F)c3)n1)[C@H](CCO)N(C(=O)CC1CC1)C2	-1.2	0.8
COC(=O)[C@]12C[C@H](CC(=O)NCCC(C)C)C(=O)N(CCc3ccc(OC)c(OC)c3)C1=C[C@H](C(C)(C)C)O[C@@H]2C	-10.4	4.7

Molecules from the list above with a CF3 group (2):
SMILES	Wnt act	phage Ecoli inh
O=C(Nc1ccc2ccccc2c1)C(c1ccc(C(F)(F)F)cc1)n1c(=O)c(-c2cc3ccccc3[nH]2)nc2ccccc21 (stereo not drawn)	-2.3	4.3
CCc1nc2c(OCc3ccc(C(F)(F)F)cc3)cccn2c1N(C)C(=O)c1ccc(OC)cc1	-2.8	-2.0

More results.
SMILES	Wnt act	phage Ecoli inh
C[C@H](CO)N1C[C@H](C)[C@H](CN(C)S(=O)(=O)c2ccccc2)OCc2cnnn2CCCC1=O	-0.4	2.0
CCOC(=O)N(C)c1c(CC)nc2c(OCc3ccc(F)cc3)cccn12	-1.3	3.3
Cc1nc(CN(C)c2ncnc3ccc(-c4ccc5c(c4)OCO5)cc23)cs1	-2.6	2.2
CC(=O)C1=CCC(c2ccccc2)N(S(C)(=O)=O)C1 (stereo not drawn)	-1.3	1.8
CCOc1ccccc1OCCCC(=O)Nc1cc(S(=O)(=O)N2CCCCC2)ccc1C	0.5	1.9
O[C@H]1C[C@H](c2ccccc2)N(CC2CCCCC2)C[C@@H]1n1cc(-c2ccc(F)cc2)nn1	-1.9	2.1
CCOC(=O)C1=C[C@@H](C(C)(C)C)N(S(=O)(=O)c2ccc(C)cc2)[C@H]1c1ccc(F)cc1	-7.1	2.9
C#CCN(C[C@@H]1[C@@H](OC(=O)NCc2ccccc2F)[C@@H](OC(=O)NCc2ccccc2F)Cn2c(=O)ccc(=O)n21)S(=O)(=O)c1ccc(C)cc1	-3.8	-0.9
Cc1cc2nc(-c3ccccc3)c(Cc3ccccc3)n2c(C)c1Br	-2.7	0.9
COCCCNC(=O)C[C@H]1C[C@@]2(C(=O)OC)C(=C[C@H](C(C)(C)C)O[C@@H]2C)N(CCC2=CCCCC2)C1=O	-6.7	4.3
Cc1cc(C)n2c(NCc3ccccc3)c(-c3cc4ccccc4o3)nc2n1	8.6	-0.2
C#CCN(C[C@H]1[C@H](OC(=O)NCc2ccccc2F)[C@H](OC(=O)NCc2ccccc2F)C[C@H]2C(=O)N(c3ccccc3)C(=O)[C@@H]12)S(=O)(=O)c1ccc(C)cc1	-2.2	1.9
COCCCN1C(=O)C(CC(=O)NCCN2CCOCC2)CC(C(=O)N(C(C)C)C(C)C)=C1C (stereo not drawn)	-1.0	1.4
COc1cccc(C(C)(O)c2nc(-c3ccccc3C)cs2)c1 (stereo not drawn)	-4.2	1.9
Cc1nccn1CCC(=O)NC1CC(C)(C)Cc2c1cnn2-c1ccccc1 (stereo not drawn)	-5.0	2.4
CCc1nc2ccc(C(=O)N(C)CCCN(C)C)cn2c1N(C)Cc1cc2ccccc2s1	-6.7	1.8
COc1ccc(-c2ccc(CN3C(C)C(=O)N(Cc4cn(CCC5OCCO5)nn4)CCS3(=O)=O)cc2)cc1OC (stereo not drawn)	-2.8	1.3
CC(=O)Nc1cccc(-c2ccnc3c2CC(C(=O)Nc2ccc(Cl)cc2)O3)c1 (stereo not drawn)	-3.1	3.4
CCCNC(=O)c1cc(C2CCCCN2C(=O)OCCF)on1 (stereo not drawn)	-0.5	2.5
CCN(CC)C(=O)C1=C(C)N(CCC2=CCCCC2)C(=O)C(CC(=O)NCC2CCCCC2)C1 (stereo not drawn)	-1.2	2.4
COC(=O)[C@H]1C[C@@]2(O)CN(S(=O)(=O)c3ccc(C)cc3)C[C@@]2(OC(=O)NCc2ccccc2)C[C@H]1C(=O)OC	-1.3	1.7
CC(C)Oc1ccc(CN2CCC2(C)C(=O)Nc2ccc(Cl)c(Cl)c2)cc1 (stereo not drawn)	-1.2	3.4
Cc1cccc(NC(=O)CNC(=O)[C@H]2O[C@@H](n3ccc(=O)[nH]c3=O)[C@H](O)[C@@H]2O)c1C	0.4	0.7
CCOC1=C2[C@H](c3ccccc3F)N(S(=O)(=O)c3ccc(C)cc3)C[C@H]2n2c(=O)n(-c3ccccc3)c(=O)n2C1	-1.9	1.1
Cc1ccc(Nc2nc(NCc3cccs3)nc3ccsc23)c(C)c1	-2.3	3.8

Shown with bars between the fields: 2 of the compounds above.
SMILES | Wnt act | phage Ecoli inh
Cc1nccn1CCC(=O)NC1CC(C)(C)Cc2c1cnn2-c1ccccc1 (stereo not drawn) | -5.0 | 2.4
CCc1nc2ccc(C(=O)N(C)CCCN(C)C)cn2c1N(C)Cc1cc2ccccc2s1 | -6.7 | 1.8

Carrying on.
SMILES	Wnt act	phage Ecoli inh
O=C(C(=Cc1ccc(F)cc1)C(=O)c1ccccc1)c1ccccc1	-0.8	-2.6
CC(=O)Nc1ccc(-c2ccnc3c2CC(C)(C(=O)Nc2ccccc2)O3)cc1 (stereo not drawn)	-8.2	2.4
CC1(C(=O)NS(=O)(=O)c2ccc(Br)cc2)CCN1C(=O)CCc1ccccc1 (stereo not drawn)	-0.9	2.3
Cc1c(C(=O)NCCC#N)sc(=O)n1Cc1ccc(F)cc1	-3.7	2.6
Cc1nc2cc(OC3(C)CCN(Cc4ccc(OC(F)(F)F)cc4)C3)ccc2s1 (stereo not drawn)	0.3	1.9
CC1(C(=O)NCc2cccc(C(F)(F)F)c2)CCN1Cc1cc2ccccc2o1 (stereo not drawn)	-4.0	1.6
CC(=O)Nc1cc(-c2cccc(C(=O)N(C)C)c2)cn2c(-c3ccc(C(C)=O)cc3)cnc12	-1.1	3.7
O=C1NC[C@@H](CCCCN2CCN(CCc3ccccc3)C(=O)C2=O)N(CC2CCCCC2)C1=O	2.1	1.7
CC(C)CNc1ccc2c(c1)OC[C@H](CC(C)C)NS2(=O)=O	-2.8	2.9
CC(C)(C)C(c1nc2ccccc2[nH]1)n1c(Cc2csc3ccccc23)nc2ccccc21 (stereo not drawn)	15.7	-0.2
O=C(COC(=O)c1ccc2ccccc2c1)NCc1ccccc1	-2.9	2.1
COC(=O)[C@H]1C[C@@]2(O)CN(S(=O)(=O)c3ccc(C)cc3)C[C@@]2(OC(=O)NC2CC2)C[C@H]1C(=O)OC	-3.1	5.0
CC(C)CC1C(=O)N(Cc2cn(Cc3ccco3)nn2)CCS(=O)(=O)N1Cc1ccc(-c2ccncc2)cc1 (stereo not drawn)	-1.8	1.0
CCc1nc2ccc(C(=O)NCCCn3ccnc3)cn2c1N(CC)CCOC	-3.0	2.8
CC[C@@H](NC(=O)[C@@H](Cc1ccccc1)NC(=O)CC[C@H]1O[C@@H](n2ccc(=O)[nH]c2=O)[C@H](O)[C@@H]1O)c1ccccc1	-0.3	2.9
COc1ccc(CN2C(=O)C(CC(=O)NC3CCCCC3)CC(C(=O)N(C)C)=C2C)cc1 (stereo not drawn)	0.9	2.7
CCCCN(C)c1c(C)nc2ccc(C(=O)NCCc3c[nH]c4ccccc34)cn12	-1.2	0.0
CC1=CC2=C(C=O)C(=O)C(C)(O)C(O)C2=CO1 (stereo not drawn)	0.0	3.1
CCc1nc2ccc(C(=O)N(CC)CCN(C)C)cn2c1N(C)C(=O)c1cccc(OC)c1	-0.3	1.3
CCCCCCCCN1C(=O)[C@H](CC(=O)NCCCOCCCC)C[C@@]2(C(=O)OC)CCCCC=C12	-1.8	1.1
OCCN1CCN(c2ncnc3c2ncn3[C@H]2CN(Cc3ccccc3)C[C@@H](CO)O2)CC1	-1.2	-0.6
O=C(N[C@@H](Cc1cccnc1)C(=O)N1CCC[C@H]1C(=O)NCCc1ccccc1Cl)C1CC1	-1.5	2.1
COc1ccc(NC(=O)C[C@H]2C(=O)N(c3ccc(Br)cc3)C[C@@H]2c2ccc(OC)cc2)cc1	-2.0	1.8
Cc1cccc(C)c1NC(=O)CN1CCC(Cc2ccccc2)CC1	-2.2	1.3
O=C(COC(=O)/C=C/c1ccc2c(c1)OCO2)NCc1ccc(F)cc1	-0.5	3.4

(listing goes on)
SMILES	Wnt act	phage Ecoli inh
CCN(CC1CCCN(CCc2cccc(F)c2)C1)C(=O)c1ccoc1C (stereo not drawn)	-0.7	0.2
Cc1ccccc1CC1(CO)CCCN(C(=O)c2ccoc2)C1 (stereo not drawn)	0.1	1.5
N#CCCN(Cc1cccnc1)CN1C(=O)c2ccccc2C1=O	1.0	4.2
CNc1ccc(-c2ccccc2CO)cn1	-5.7	4.2
CCC(c1nnnn1-c1c(C)cccc1C)N1CCN(CC)CC1 (stereo not drawn)	-1.4	3.2
CCCCNC(=O)C1(C)CCN1Cc1cc(C)ccc1C (stereo not drawn)	-1.2	1.9
C[C@@H]1CN([C@H](C)CO)S(=O)(=O)c2ccc(Br)cc2O[C@@H]1CN(C)Cc1ccc(-c2ccccc2)cc1	5.3	-1.5
CCCS(=O)(=O)NC(=O)C1(C)CCCN(C(=O)c2ccc(C(F)(F)F)cc2)C1 (stereo not drawn)	-1.0	0.2
CCCCN(C=O)c1c(CC)nc2ccc(C(=O)N3CCN(C(C)=O)CC3)cn12	0.0	1.6
COc1cc(C=C2Cc3ccccc3C2=O)cc(OC)c1OC	1.1	1.7
Nc1nc2c(ncn2[C@@H]2O[C@H](CNCc3ccc(Oc4cc(-n5cccn5)ncn4)cc3)[C@@H](O)[C@H]2O)c(=O)[nH]1	2.7	3.3
COC(=O)[C@]12CCCCC=C1N(CCc1ccc(OC)c(OC)c1)C(=O)[C@H](CC(=O)N1CCCC1)C2	-2.1	5.2
c1ccc2c(c1)oc1c(-c3cccc4nccn34)cccc12	-1.4	3.0
OC(c1ccccc1)(c1ccccc1)C1CCN(CCCOc2cccc(C(F)(F)F)c2)CC1	-16.6	3.6
COc1ccc2c(c1)CO[C@@]21O[C@H](CCO)C[C@H](O)[C@H]1O	-1.4	5.0
Cc1cccc(-c2nnc(C(C)Nc3cccc(C(=O)NC4CC4)c3)o2)c1 (stereo not drawn)	-2.7	2.8
CCCC(=O)OC[C@H]1CN(C2CCCC2)S(=O)(=O)c2c(Oc3ccc(C(C)(C)C)cc3)cccc2O1	4.7	4.2
CSc1ccc(OC2(C)CCN(Cc3ccc(OC(F)(F)F)cc3)C2)cc1 (stereo not drawn)	-0.2	3.1
COc1ccc(CN2c3ccccc3C(=O)CS2(=O)=O)cc1OC	-3.5	4.3
O=C(CCc1c[nH]c2ccccc12)Nc1ccc(Nc2cccnc2)cc1	-0.3	-0.2
CN(C)c1cccc(CNC(=O)c2csc(COCCO)n2)c1	-0.8	3.0
CC(=O)c1cc2c(cc1NC(=O)CSc1ncccn1)OCO2	-1.5	1.2
CCCCNc1c(CCc2ccccc2)nc2nc(C)cc(C)n12	-0.3	0.9
CCCCCCN1C[C@@H](n2cc(C3CC3)nn2)[C@H](O)C[C@@H]1c1ccc(C)cc1	3.1	-3.0
COc1cccc(S(=O)(=O)N(C)C[C@@H]2OCc3cnnn3CCCC(=O)N([C@H](C)CO)C[C@@H]2C)c1	0.6	2.6

Complete entries as entered above. Screens in order: Wnt act	phage Ecoli inh
Results for Cc1cccc(-c2nnc(C(C)Nc3cccc(C(=O)NC4CC4)c3)o2)c1 (stereo not drawn) = -2.7	2.8
Results for CCN(CC1CCCN(CCc2cccc(F)c2)C1)C(=O)c1ccoc1C (stereo not drawn) = -0.7	0.2
Results for CCCC(=O)OC[C@H]1CN(C2CCCC2)S(=O)(=O)c2c(Oc3ccc(C(C)(C)C)cc3)cccc2O1 = 4.7	4.2

Only part of the results is shown, so the mix of outcomes need not match the whole.
